mouse EphA4 binding = inhibitors of EphA4 binding to KYL peptide, primary screen, biochemical, colorimetric, mouse EphA4 (AID 689). Ephrin type-A receptor 4 (Mus musculus). EphA4-AP binding to KYL peptide, pNPP A405; higher % means a stronger effect. inhibition, % at 10 µM, or IC50 in µM where a hit was titrated. 62,000 compounds, 0.1% hits; in the data active means a potency from the dose series; inactive means the rest, 99 in 100 with inhibition below about 22%
An asterisk follows results filed as active; & = joins results of further samples.

SMILES	mouse EphA4 binding
COc1ccccc1Oc1coc2c(CN(C)C)c(O)ccc2c1=O	-2%
CC(=O)N(/N=C1\Sc2ccccc2C1=O)c1ccccc1C	23%
CCCn1[nH]cc(SC)c(=O)c1=O	-2%
O=C(c1cc2c(s1)-c1ccccc1OC2)N1CCN(c2ccccn2)CC1	-2%
Cc1csc(NC(=O)c2nc(-c3ccccc3)n(-c3ccccc3)n2)n1	7%
Cc1ccccc1-n1nnnc1SCc1csc(-c2ccccc2)n1	9%
O=C(Nc1ccc2oc(-c3cccc4c(Br)cccc34)nc2c1)c1ccccc1[N+](=O)[O-]	-1%
Cc1ccc(-c2nc(CSCC(=O)NCc3cccnc3)c(C)o2)cc1	-3%
CCOc1ccccc1C1CC(c2ccccc2)Nc2nc(N)nn21 (stereo not given)	3%
Oc1c(Br)cc(C2N=C(c3ccccc3Cl)NO2)cc1Br (stereo not given)	-6%
CCOC(=O)c1c(C)c(C(=O)Nc2ccc3c(c2)OCO3)c(C)n1C	-25%
Cc1ccc(-n2c(SCc3ccc([N+](=O)[O-])cc3)nc3ccccc3c2=O)cc1	-5%
COCCNC(=O)c1cc2c(-c3ccc(Cl)cc3)nn(C)c2s1	7%
Cc1onc(-c2ccccc2Cl)c1C(=O)Nc1ccc2c(c1)OCO2	-21%
CCOc1ccc(C(=O)Nc2nnc(CC)s2)cc1[N+](=O)[O-]	-4%
COc1cc(/C=C2/SC(=S)N(CCC(=O)Nc3ccccc3C(=O)O)C2=O)cc(OC)c1OC	-12%
CCCOc1ccc(C(=O)NNC(=S)NC(C)=O)cc1	-11%
CCn1c(-c2ccoc2C)n[nH]c1=S	-13%
Cc1ccc(C2=[N+]([O-])C(C)N(O)C2(C)C)o1 (stereo not given)	-10%
COC(=O)c1ccccc1NC(=O)Cn1cnc2cc(C)c(C)cc21	-1%
CCCC1Cc2c(sc3nc(SC)nc(N)c23)CO1 (stereo not given)	-5%
COc1ccc(N2C(=O)[C@@H]3[C@H](C2=O)[C@H]2c4ccccc4C=CN2[C@@H]3C(=O)Nc2ccccc2)cc1	26%
CC1S/C(=C(\C#N)C(N)=O)N(c2ccc(F)cc2)C1=O (stereo not given)	2%
Cc1ccc(SC(=O)COc2ccc(C)c(C)c2)cc1	-15%
CC(=O)N(C)CP(=O)(O)CCc1ccccc1	2%
CCOc1ccc(N2C(=O)/C(=C/c3ccc4c(c3)OCO4)SC2=S)cc1	-6%
CCOC(=O)c1sc2nc(C3CC3)cc(-c3ccc(F)cc3)c2c1N	0%
CN1CCN(c2ccc(Cl)cc2NS(=O)(=O)c2ccccc2Cl)CC1	-6%
CC(=O)c1sc(NC(=O)c2ccc([N+](=O)[O-])s2)nc1-c1ccccc1	4%
Nc1ccc(Cl)c(-c2nc3ncccc3o2)c1	-2%
Cc1ccc(S(=O)(=O)n2cnc(C)c2)cc1	-5%
Cc1cc(-c2csc(NC(=O)c3ccc(=O)n(C)n3)n2)c(C)n1CC1CCCO1 (stereo not given)	-12%
CCc1c(C)nc(N)n2c(SCC(=O)N3CCCC(C)C3)nnc12 (stereo not given)	-2%
COC(=O)c1[nH]c(C)c(/C(O)=C2\C(=O)C(=O)N(CCN(C)C)C2c2cccs2)c1C (stereo not given)	-9%
CCOC(=O)c1ccc(NC(=S)NC2CC(C)(C)NC(C)(C)C2)cc1	-5%
O=C(CN1CCN(CCOCCO)CC1)N1c2ccccc2Sc2ccc(Cl)cc21	1%
CC1CC(C)CN(CC(C)(C)NS(=O)(=O)c2ccccc2)C1 (stereo not given)	-2%
N#CC(=C1CCCC1)c1nc(-c2ccccc2)cs1	-21%
Cc1ccccc1NC(=S)NC(NC(=O)c1ccccc1C)C(Cl)(Cl)Cl (stereo not given)	9%
CC(C)C12CCC(C(=O)O)C(C1)C(=O)O2 (stereo not given)	35%
O=[N+]([O-])c1ccc(Sc2c(-c3ccccc3)nc3ccccn23)cc1	-10%
O=C(O/N=C1\CCCCC1c1ccc([N+](=O)[O-])cc1[N+](=O)[O-])c1c(F)cccc1F (stereo not given)	-17%
Cc1ccc(C(=O)/C=C/c2ccc(Br)cc2)o1	-8%
COCCOC(=O)c1c(C)oc2ccc(OCc3c(F)cccc3Cl)cc12	-14%
CCOc1cc2c(C(=O)OC)c(C)oc2cc1Br	-2%
Cc1cc(-c2cccnc2)c(C#N)c(SCc2cccc(F)c2)n1	-10%
CCOC(=O)COc1ccc2c(c1)C(=O)CC1(CCCCC1)O2	2%
CCC(Sc1ccc2nnc(-c3ccc(OC)c(OC)c3)n2n1)C(=O)O (stereo not given)	-12%
CCC(c1c(C)[nH]oc1=O)c1c(C)[nH]oc1=O	-20%
Cc1ccc(-c2nc(C3CCN(S(=O)(=O)c4ccc(C(C)(C)C)cc4)CC3)no2)cc1	-4%
(list continues)
SMILES	mouse EphA4 binding
CCN(CC)CCn1c(=S)[nH]c2cc(Cl)ccc2c1=O	-11%
CCOc1ccc(Br)cc1S(=O)(=O)Nc1ccccc1N1CCOCC1	-15%
Cc1ccc(NC(=O)COc2ccc(-n3ccnc3)cc2)cc1Cl	-6%
CCOC(=O)c1c(C)[nH]c(C)c1C(=O)COC(=O)CCOc1ccccc1OC	2%
Cc1nn(C(C)CC(=O)O)c(C)c1C (stereo not given)	-9%
CCn1nc(C)c(NC(=O)/C=C/c2cnn(C)c2C)c1C	-5%
OC1(c2ccccc2)C/C(=N\n2cnnc2)C=C1c1ccccc1 (stereo not given)	-1%
N#CCCCSc1nnc(-c2ccc(Cl)cc2)n1-c1ccccc1	-23%
COc1ccc2[nH]c3c(NCCCN4CCCC4=O)ncnc3c2c1	-7%
O=C(Nc1cccc2nsnc12)c1ccc(-c2ccc(Br)cc2)o1	-11%
COc1ccc(-n2nnc3c(SCc4ccccc4)ncnc32)cc1	-7%
Cc1no[n+]([O-])c1COc1ccc(/C=N/n2nnnc2N)cc1	-4%
CCOc1ccc2nc(SCC(=O)N(C)C3CCS(=O)(=O)C3)[nH]c2c1 (stereo not given)	-7%
C=C(C)C1Cc2c(C)nn(-c3ccccc3)c2C1 (stereo not given)	0%
CCCOc1ccccc1N/C(=N/S(=O)(=O)c1ccc(C)cc1)Nc1nc(C)cc(C)n1	-8%
CCOC(=O)c1cnn(-c2nc3sc4c(c3c(=O)[nH]2)CCCC4)c1N	-3%
Cc1ccc(-c2nnn(CCC(=O)NC3CCCC3)n2)cc1	1%
O=c1oc2c3c(nn2c2ccccc12)CCCC3	-2%
CC(C)OCC(O)CSc1ccccn1 (stereo not given)	-13%
CC(=O)Nc1n[nH]c(S(=O)(=O)Cc2ccc(Cl)cc2Cl)n1	-26%

As a working copy, some entries already given:
SMILES	mouse EphA4 binding
CCOC(=O)c1c(C)[nH]c(C)c1C(=O)COC(=O)CCOc1ccccc1OC	2%
Cc1nn(C(C)CC(=O)O)c(C)c1C (stereo not given)	-9%
CCn1nc(C)c(NC(=O)/C=C/c2cnn(C)c2C)c1C	-5%
OC1(c2ccccc2)C/C(=N\n2cnnc2)C=C1c1ccccc1 (stereo not given)	-1%
N#CCCCSc1nnc(-c2ccc(Cl)cc2)n1-c1ccccc1	-23%
COc1ccc2[nH]c3c(NCCCN4CCCC4=O)ncnc3c2c1	-7%
O=C(Nc1cccc2nsnc12)c1ccc(-c2ccc(Br)cc2)o1	-11%
COc1ccc(-n2nnc3c(SCc4ccccc4)ncnc32)cc1	-7%
Cc1no[n+]([O-])c1COc1ccc(/C=N/n2nnnc2N)cc1	-4%
CCOc1ccc2nc(SCC(=O)N(C)C3CCS(=O)(=O)C3)[nH]c2c1 (stereo not given)	-7%
C=C(C)C1Cc2c(C)nn(-c3ccccc3)c2C1 (stereo not given)	0%
CCCOc1ccccc1N/C(=N/S(=O)(=O)c1ccc(C)cc1)Nc1nc(C)cc(C)n1	-8%
CCOC(=O)c1cnn(-c2nc3sc4c(c3c(=O)[nH]2)CCCC4)c1N	-3%
Cc1ccc(-c2nnn(CCC(=O)NC3CCCC3)n2)cc1	1%
O=c1oc2c3c(nn2c2ccccc12)CCCC3	-2%
CC(C)OCC(O)CSc1ccccn1 (stereo not given)	-13%

(cont.)
SMILES	mouse EphA4 binding
O=C(COc1ccc(Cl)cc1)NCc1nnc(SCC(=O)N2CCCc3ccccc32)o1	2%
Cc1cccc(N2CCN(c3nnnn3-c3ccccc3)CC2C)c1 (stereo not given)	-6%
COCCNC(=O)NC(=O)COC(=O)c1cc([N+](=O)[O-])ccc1Sc1nc(C)cs1	-5%
COc1cccc(NC(=O)COc2ccc(C(C)(C)c3ccccc3)cc2)c1	-7%
COc1ccc(/C=C/C(=O)Nc2c(C)ccc3nsnc23)cc1	20%
COC(=O)c1c(NC(=O)c2ccco2)sc2c1C(C(=O)OC)CC2 (stereo not given)	-12%
NC(=S)N/N=C/c1c[nH]c2ccccc12	-8%
CCNC(=O)COC(=O)C1CCC(=O)N(c2ccc(OC)cc2)C1c1ccc(OC)cc1 (stereo not given)	-7%
Cn1c(=O)oc2cc(S(=O)(=O)NCCN3CCCCCC3)ccc21	-8%
CCCCCCCCCCCC(=O)NC(C(=O)OCC)C(O)c1cccc([N+](=O)[O-])c1 (stereo not given)	5%
O=C(N1CCOCC1)n1nnc2ccccc21	8%&-4%
COc1cc(N2C(=O)NC3CC2(C)Oc2ccccc23)cc(OC)c1OC (stereo not given)	-15%
Cc1ccc(Nc2nc(C)cc(C)n2)c(Br)c1	-8%
CCOC(=O)c1c(NC(=O)c2ccccc2Br)sc2c1CCc1ccccc1-2	-12%
CCOc1ccc(C2C(C(=O)c3cccs3)=C(O)C(=O)N2CCCn2ccnc2)cc1 (stereo not given)	-6%
O=C(Nc1ccc2oc(-c3ccccc3Cl)nc2c1)c1cncc(Br)c1	1%
O=C(Cn1cnc2sc(-c3ccccc3)cc2c1=O)NCCc1ccccc1	-3%
CC(C)C(=O)c1cc2c(cc1NC(=O)Nc1cccc3ccccc13)OCCO2	4%
O=C(Cc1coc2ccc3ccccc3c12)NCc1ccccc1	-12%
COc1cccc(CNC(=O)CCS(=O)(=O)c2cccs2)c1	-18%
CN1C(=O)C(c2c[nH]c3ccccc23)(c2c[nH]c3ccccc23)c2ccccc21	11%
Cc1ccc2[nH]cc(C(=O)CN3CCOCC3)c2c1	0%
COc1ccc(S(=O)(=O)N2CCCCC2C(=O)O)cc1OC (stereo not given)	-5%
CC1CC(C)CN(S(=O)(=O)c2ccc(C(=O)N3CCN(c4ccccc4)CC3)cc2)C1 (stereo not given)	-16%
Cc1cc(Cl)ccc1N=c1ssnc1Cl	-5%
O=C(COc1ccccc1Cl)N1CCN(c2ccc([N+](=O)[O-])c(N3CCCCC3)c2)CC1	0%
Cn1c(=O)c2c(nc(OCc3ccccc3)n2C)n(C)c1=O	0%
O=C(CN1C(=O)CSc2ccccc21)Nc1ccccc1C(=O)N1CCOCC1	-1%
CC(C)(C)C(=O)Nc1nnc(SCC(=O)NCc2cccs2)s1	-16%
COc1cc(OC)cc(C(=O)Nc2c(C)cc(Br)cc2C)c1	-2%
CCOc1cc(C(=O)NC(c2ccccc2)c2ccccc2)cc(OCC)c1OCC	-2%
CCOc1ccc(NC(=O)CCNS(=O)(=O)c2ccc3c(c2)c(=O)n(C)c(=O)n3C)cc1	-16%
Cn1c(=O)c2c(ncn2CCN(CCO)Cc2ccccc2)n(C)c1=O	-5%
COC(=O)c1[nH]c2ccccc2c1NC(=O)CN1CCN(c2cccc(Cl)c2)CC1	6%
O=C1c2ccccc2C(=O)N1CCCCSc1nnnn1-c1ccccc1	3%
Cc1ccccc1OCC(=O)N(Cc1ccc(N(C)C)cc1)C1CCS(=O)(=O)C1 (stereo not given)	-3%
O=S1(=O)CC(NCc2ccccc2)C(Nc2ccc(Cl)cc2)C1 (stereo not given)	-5%
COC(=O)C1=C(C)NC(=O)NC1c1ccc(O)cc1 (stereo not given)	10%
Cc1ccc(C)c(NC(=O)C2CC(=O)N(c3ccc(Cl)cc3)C2)c1 (stereo not given)	-9%
CC(C)(C)c1ccc(OCCNC(=O)c2ncn[nH]2)cc1	-15%

Reprinted at random: two compounds from above.
SMILES	mouse EphA4 binding
COC(=O)C1=C(C)NC(=O)NC1c1ccc(O)cc1 (stereo not given)	10%
CC(C)(C)c1ccc(OCCNC(=O)c2ncn[nH]2)cc1	-15%

(continued)
SMILES	mouse EphA4 binding
Cc1ccnc2nc(C(=O)N3CCN(c4ccc(F)cc4)CC3)nn12	-3%
CCN1/C(=C2/OC(=S)N(C)C2=O)Sc2ccccc21	-1%
COc1ccc(NC(=O)CN2CCN(CC(=O)Nc3ccccc3F)CC2)cc1OC	-9%
Cc1ccc(C(=O)NCCNC(=O)CN2CCCC2)cc1	-14%
O=C(Nc1ccc2c(c1)oc1ccccc12)c1cccnc1	-6%
CC(C)(C)c1ccc(S(=O)(=O)NC(Cc2ccccc2)C(=O)O)cc1 (stereo not given)	5%
CCn1cc(Br)c(C(=O)Nc2ccc(F)c(Cl)c2)n1	3%
O=C(Nc1ccc(Cl)cc1)N(C1=NCCC1)c1ccc(OC(F)F)cc1	11%
Cn1c(Cn2cnc3ccccc32)nnc1SCC(=O)CC(=O)Nc1ccccc1	-8%
COc1ccc(NC(C)=O)cc1NC(=O)CSc1nc2ncccc2[nH]1	-2%
Cc1cccc(N2CCN(C(=O)C3CCN(S(=O)(=O)c4cccnc4)CC3)CC2)c1C	-3%
CCc1nnc(NC(=O)CCc2ccc(C)o2)s1	4%
Cc1cccc(-n2c(N)cc(=O)[nH]c2=S)c1	5%
CCc1c(O)nc(SCC(=O)NC(C)(C)C)n(-c2ccccc2)c1=O	-10%
Cc1csc(C2=C(O)CN(CCc3ccccc3)C2=N)n1	-7%
CCOc1c2ccc(C(=O)NCc3cc(C(F)(F)F)cc(C(F)(F)F)c3)cc2nn1C	-17%
Cc1cc2oc(C(=O)NCc3ccncc3)c(C)c2cc1C	9%
O=C(NC1CCCC1)C(c1ccncc1)N(Cc1ccccc1)C(=O)Cc1cccs1 (stereo not given)	5%
CCOC(=O)Nc1cc(=O)c2ccccc2o1	-3%
O=C(CCc1ccccc1)Nc1ccc(Cc2ccncc2)cc1	-1%
CCOC(=O)c1nnn(-c2nonc2-n2cccc2)c1CCl	11%

Screening data deposited in PubChem by Sanford-Burnham Center for Chemical Genomics.

Only part of the results is shown; count on the stated rates, not on these rows.
